Source: PubChem
RXFP1 agonist = qHTS Assay for Agonists of the Relaxin Receptor RXFP1. Relaxin receptor 1 (Homo sapiens), Q9HBX9. HEK293T-RXFP1 cAMP TR-FRET, 30 min; response scale: percent of porcine relaxin response, buffer zero. Potency, µM (highest dose often 57.5 µM), without a hit: top-dose activation, actives largely listed as activators. actives 0.3% (n = 370,000). AID 2676, 2010; further: potency means the concentration at half of the fitted maximal effect; on the % scale 0 is the no-effect control and ±100 the full control effect; nearly all actives have a fitted effect of over 60% in size; many of its hits are not listed in these tables
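Agonist response is measured as cAMP accumulation in an RXFP1-transfected HEK293T line under PDE4 inhibition. Values are scaled between buffer-only and 29 nM porcine relaxin, and EC50s come from standard Hill equation fits.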
TrxR1 substrate = qHTS Assay for Substrates of Mammalian Selenoprotein Thioredoxin Reductase 1 (TrxR1): qHTS; Thioredoxin reductase 1, cytoplasmic (Rattus norvegicus), O89049; purified TrxR1 substrate turnover, NADPH consumption readout; Potency, µM (doses to about 114 µM), without a hit: at the top dose activity change, negative = substrate turnover; actives 0.01% (n = 390,000); further: potency means the concentration at half of the fitted maximal effect; on the % scale 0 is the no-effect control and ±100 the full control effect; nearly all actives have a fitted effect of over 50% in size
Target sequence (O89049 whole entry, looked up): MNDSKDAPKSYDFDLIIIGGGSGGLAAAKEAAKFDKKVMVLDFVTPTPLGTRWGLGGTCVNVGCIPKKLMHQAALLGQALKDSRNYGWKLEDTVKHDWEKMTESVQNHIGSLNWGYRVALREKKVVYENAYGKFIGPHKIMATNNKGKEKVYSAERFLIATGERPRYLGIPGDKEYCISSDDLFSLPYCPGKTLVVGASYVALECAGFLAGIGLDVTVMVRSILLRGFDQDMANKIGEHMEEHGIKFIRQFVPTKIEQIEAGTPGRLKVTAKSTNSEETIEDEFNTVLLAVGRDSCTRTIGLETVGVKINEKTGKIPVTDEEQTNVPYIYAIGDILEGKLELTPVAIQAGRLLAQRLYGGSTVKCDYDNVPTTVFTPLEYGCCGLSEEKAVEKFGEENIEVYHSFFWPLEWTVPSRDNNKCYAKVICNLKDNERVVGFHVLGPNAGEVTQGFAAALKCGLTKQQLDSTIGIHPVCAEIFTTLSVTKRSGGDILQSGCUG
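Rat TrxR1, dispensed at 90 nM, was prereduced with 400 uM NADPH (final) for 5 min at ~22 deg C, then incubated with compound 15 min before 400 uM selenite. A first-read NADPH fluorescence drop versus no-compound background flagged substrates.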
mIDH1 inhibitor = qHTS for Inhibitors of mutant isocitrate dehydrogenase 1 (IDH1): qHTS; Isocitrate dehydrogenase [NADP] cytoplasmic (Homo sapiens), O75874; actives 0.093% (n = 390,000); AID 602179, 2012; IDH1-R132H enzyme, NADPH consumption, diaphorase/resazurin fluorescence; Potency, µM (doses to about 76.6 µM), without a hit: top-dose activity change, negative = inhibition, hits mostly inhibitors; further: potency means the concentration at half of the fitted maximal effect; on the % scale 0 is the no-effect control and ±100 the full control effect; nearly all actives have a fitted effect of over 65% in size
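IDH1-R132H (0.5 ug/mL) preincubated 30 min with compound, then NADPH (0.016 mM) and alpha-KG (2 mM) added; 80 min at RT, pH 7.5. Remaining NADPH coupled via diaphorase/resazurin to fluorescence (540/590 nm); concentration-response curves normalized to no-enzyme control.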
Vif-APOBEC3F blk = qHTS for Inhibitors of Vif-A3F Interactions: qHTS; HeLa A3F-eYFP + Vif (tagged APOBEC3F with the HIV-1 protein that degrades it), YFP fluorescence increase; Potency, µM (titrated, usually from 46.1 µM), without a hit: at the highest dose activity, negative = active; actives 0.2% (n = 390,000); AID 602313, 2012; further: potency means the concentration at half of the fitted maximal effect; % of control where 0% means no effect; nearly all actives have a fitted effect of over 65% in size
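HeLa cells stably expressing A3F-eYFP plus Vif, plated and incubated overnight at 37 deg C, then exposed to compounds overnight at 37 deg C. Blocked degradation read as raised yellow fluorescence (Ex 488/Em 500-530).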
LDHA inh = qHTS assay for inhibitors of human lactate dehydrogenase; activity change, % (values are at about 110 or 230 µM); purified LDHA, NADH/diaphorase-resazurin fluorescence; hits give low values; actives 0.15% (n = 480,000); in the data active means activity change below about -30%; inconclusive means mostly about -25% to -30%;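 further: plate controls were DMSO wells for no effect and wells without enzyme for full effect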
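Human LDH5 at 2 nM final in Tris HCl pH 7.4 with 0.06 mM NADH and 0.2 mM pyruvate, reacted 5 minutes at room temperature. Remaining NADH coupled via diaphorase/resazurin; resorufin fluorescence read at 0 and 20 minutes, normalized to enzyme-free and DMSO wells.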
Vif-A3G inh = qHTS for Inhibitors of Vif-A3G Interactions: qHTS. DNA dC->dU-editing enzyme APOBEC-3G (Homo sapiens), Q9HC16. HeLa A3G-eYFP + Vif (tagged APOBEC3G with the HIV-1 protein that degrades it), YFP fluorescence, overnight. Potency, µM (highest dose often 46.1 µM), inactives show at the highest dose activity, negative = active, usual class: inhibitors. actives 0.076% (n = 410,000). AID 602310, 2012;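 further: potency means the concentration at half of the fitted maximal effect; on the % scale 0 is the no-effect control and ±100 the full control effect; nearly all actives have a fitted effect of over 60% in size; hits raise eYFP signal because A3G escapes Vif-driven loss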
Target sequence (Q9HC16 whole entry, looked up): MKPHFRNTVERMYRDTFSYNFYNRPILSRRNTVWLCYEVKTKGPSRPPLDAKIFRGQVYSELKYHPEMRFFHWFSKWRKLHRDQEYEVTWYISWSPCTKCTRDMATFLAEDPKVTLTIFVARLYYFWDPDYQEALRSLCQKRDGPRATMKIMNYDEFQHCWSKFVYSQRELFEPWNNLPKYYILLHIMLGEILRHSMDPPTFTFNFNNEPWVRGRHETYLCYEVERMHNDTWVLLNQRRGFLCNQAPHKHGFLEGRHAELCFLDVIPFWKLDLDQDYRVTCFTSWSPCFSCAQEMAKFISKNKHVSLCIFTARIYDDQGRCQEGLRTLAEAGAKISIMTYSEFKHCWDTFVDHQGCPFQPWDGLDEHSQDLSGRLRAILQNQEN
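HeLa cells stably expressing Vif and C-terminally eYFP-tagged A3G, seeded overnight at 37 deg C, then exposed to compound by pintool overnight at 37 deg C. Rise in yellow fluorescence (Ex 488/Em 500-530, Acumen) marks blocked Vif-driven A3G degradation.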
PI4K2A block = qHTS for small molecular inhibitors of PI4K2A; Phosphatidylinositol 4-kinase type 2-alpha (Homo sapiens), Q9BTU6; purified PI4K2A, ADP-Glo luminescence, 1 h; hits give low values; activity change, negative = inhibition, % at 76.9 µM; actives 0.13% (n = 420,000); AID 1346378, 2018; in the data active means activity change below about -50%; inconclusive means mostly about -30% to -49%;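 further: -100% = wells without enzyme as full effect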
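Compounds are screened against recombinant PI4K2A using PI as substrate and ATP, the latter dispensed at 300 microM. Reactions run one hour at ambient temperature before ADP-Glo detection; full inhibition defined by wells lacking enzyme.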
GRP78 ERSR act = qHTS for Inducers of the Endoplasmic Reticulum Stress Response (ERSR) in Human Glioma: qHTS; Potency, µM, for the others: at the top dose activation, actives largely listed as activators; U87-MG GRP78 promoter luciferase reporter, 16 h; actives 0.02% (n = 420,000); further: potency means the concentration at half of the fitted maximal effect; series mostly up to about 76 µM; % of control where 0% means no effect; nearly all actives have a fitted effect of over 35% in size
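ERSR induction read as luciferase luminescence (Bright-Glo, 10 min at room temperature) in stably transfected human U87-MG glioma cells exposed to compounds for 16 h, using GRP78 as sensor.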
USP1 inh = Inhibitors of USP1/UAF1: Primary Screen; Potency, µM (titrated, usually from 57.1 µM), inactives show at the highest dose activity change, negative = inhibition, usual class: inhibitors; recombinant USP1/UAF1, Ub-Rhodamine cleavage fluorescence; actives 0.23% (n = 390,000); Ubiquitin carboxyl-terminal hydrolase 1 (Homo sapiens), O94782; further: potency means the concentration at half of the fitted maximal effect; on the % scale 0 is the no-effect control and ±100 the full control effect; nearly all actives have a fitted effect of over 60% in size; inactives centre near -12
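Step one: compound is pinned into 1nM USP1/UAF1 in HEPES pH 7.8 buffer with TCEP. Step two: 15 min room-temperature incubation. Step three: Ub-Rho (150nM final) starts cleavage, tracked by fluorescence over six one-minute reads.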
Active calls of the source: *; ? = inconclusive; / = not tested or not shown; & = joins results of further samples; [ ] = another dose, or the depositor's remark. Unless noted, the call rests on the fitted dose curve; in most records, active means well fitted curve in the direction sought with a large enough effect; inconclusive means small, poorly fitted or top-dose-only effect, or another doubt; inactive means no such curve, though single readings can be large; an effect the other way counts as inactive or inconclusive. Some of the compounds tested, so the mix of outcomes need not match the whole.

SMILES | RXFP1 agonist | TrxR1 substrate | mIDH1 inhibitor | Vif-APOBEC3F blk | LDHA inh | Vif-A3G inh | PI4K2A block | GRP78 ERSR act | USP1 inh
Nc1ccc(CCNc2ncnc3c2ncn3[C@@H]2O[C@H](CO)[C@@H](O)[C@H]2O)cc1 | / | -6% | -7% | -6% | -18 | -2% | 2 | -3% | 15%
O=C(CSC(=S)N1CCCCC1)Nc1ncc2c(n1)CC(c1ccco1)CC2=O (configuration not stated) | 0.3% | -1% | 9% | 5% | 1 | 6% | 4 | 1% | -19%
CCc1nnc(NC(=O)Cc2ccc(OCc3c(C)noc3C)cc2)s1 | 2.6% | -3% | 2% | 4% | 2 | -4% | -6 | -1% | -3%
NC(c1csc(NC(=O)Nc2ccccc2)n1)C1CCCCC1 (configuration not stated) | / | / | / | / | -3 | -14% | 1 | -5% | /
COc1cc(NC(=O)CCNC(=O)Cn2cnc3ccccc3c2=O)cc(OC)c1OC | 0.7%&4.6% | 1%&-2% | -6%&-2% | 2%&-8% | -1&0 | 2%&1% | -1&2 | -2%&-7% | -12%&-5%
CCOC(=O)c1c(-c2ccccc2)csc1NC(=O)c1cc(-c2ccc(Cl)cc2)on1 | 0.5% | 4% | -8% | -6% | -1 | 0% | 0 | -1% | -14%
CC(C)CNc1cc(N2CCCC2)ccc1[N+](=O)[O-] | -1.2% | -5% | -1% | -1% | 4 | -3% | 1 | 3% | -4%
CN1CCN(S(=O)(=O)c2ccc(N3CCN(c4ccc(O)cc4)CC3)c([N+](=O)[O-])c2)CC1 | -0.5% | -12% | 21% | 9% | 16 | 1% | -4 | -4% | -9%
CCCCCC(=O)N1C[C@H](O)[C@@H](n2cc(COC(=O)c3ccccc3)nn2)C[C@@H]1c1ccccc1 | / | / | -14% | -8% | -2 | 2% | 0 | -3% | -18%
S=C(NCCCc1cnc[nH]1)NCCCN(Cc1ccc(Cl)cc1)c1ncc(Br)cn1 | / | -8% | / | / | -2 | -20% | / | -8% | /
Cc1nnc2ccc(-c3ccc(NC(=O)Cc4cccs4)cc3)nn12 | 0.0% | 11% | -1% | -27% | 8 | 2% | -18 | 0% | -8%
Cc1cc(=O)[nH]c(SCC(=O)Nc2ccc3c(c2)OCCO3)n1 | 2.4% | 0%[57.1 µM] | -4% | 0% | -9 | -1% | -1 | 2% | -20%
CN(C1CCCC1)C1CCN(C(=O)CNC(=O)/C=C/c2ccccc2)CC1 | -1.3% | -12% | 7% | 15% | -3 | -2% | 3 | -7% | -2%
Cc1ccccc1NC(=S)NCc1ccco1 | 2.6% | 10% | 1% | 3% | -5 | -1% | 0 | -6% | -14%
O=C(Nc1ccccc1C(=O)NCCCN1CCOCC1)c1cccc([N+](=O)[O-])c1 | 3.4% | -1% | 11% | -6% | -6 | 0% | 2 | 0% | -20%
O=c1c(-c2ccc(Cl)cc2)coc2c(CN3CCCCC3)c(O)ccc12 | -1.5% | 20% | -3% | -2% | 0 | 0% | -5 | -5% | -5%
CCN(CC)c1cc(Cl)nc(N)n1 | -0.3% | 3% | 9% | 0% | 1 | 0% | 1 | -3% | -22%
O=C(OCc1cc(=O)n2ccsc2n1)C1(c2ccc(Cl)cc2)CC1 | 0.0% | -1% | -2% | 4% | -5 | 5% | 2 | -2% | -9%
CS(=O)(=O)c1ccc(Cl)c(NC(=O)CSc2nnc3n2CCCCC3)c1 | / | / | 12% | 1% | -2 | 0% | 0 | -3% | -25%
CCN(C(=O)Cn1cnc2onc(-c3ccc(F)cc3)c2c1=O)c1ccc(OC)cc1 | 0.1% | -6% | 1% | -2% | 0 | 0% | 4 | -4% | -28%
CCCN1C(=O)/C(=C/c2ccccc2OCc2ccc(C(=O)O)cc2)NC1=S | 0.4% | -5%[57.1 µM] | -7% | 3% | -4 | -4% | 4 | 2% | -9%
CC(C)CC[n+]1ccn(-c2nc3ccccc3nc2[N-]S(=O)(=O)c2ccccc2)c1 | 0.2% | 46%[activator] | 0% | 1% | -1 | 2% | 5 | -4% | -12%
COc1ccc(NC(=O)c2c(C)nn(Cc3ccccc3)c2C)cc1S(=O)(=O)N(C)C | -1.0% | -2% | 1% | -22% | 1 | -3% | -5 | -6% | -3%
CSC1=NCCN1C(=O)Cc1cccc2ccccc12 | -2.2% | 8% | 4% | 20% | -9 | 2% | 1 | -2% | -15%
CSCC[C@H](NC(=O)c1cccnc1)c1nnc2ccccn12 | 16% | -1% | -8% | -1% | -1 | 3% | 3 | -1% | -12%
Cc1cccc(C(=O)N/C(=C/c2ccco2)C(=O)N2CCCCCC2)c1 | 0.4% | 0% | -13% | -3% | 0 | 0% | -7 | -2% | -11%
Cc1ccccc1/C=N/Nc1nc2ccccc2[nH]1 | 0.2% | -1%[57.1 µM] | -8% | 13% | -5 | -8% | 1 | 5% | -20%
CCCCNC(=O)C1(C)CCCCN1C(=O)c1ccc(C)c(F)c1 (configuration not stated) | / | / | / | / | -1 | 0% | 1 | -2% | /
O=C(CSc1nnc(-c2ccncc2)n1C1CCCCC1)Nc1ccccc1 | 0.3% | -6% | 7% | -5% | -4 | 0% | 2 | -4% | -19%
COc1cc(N/C(N)=N/c2nc(C)cc(C)n2)cc(OC)c1 | 0.3% | 0% | -11% | -4% | -3 | -5% | -9 | -4% | -12%
CCC(=O)N/N=C/c1ccc(-c2ccc(Cl)cc2)o1 | -1.4% | 4%[57.1 µM] | 10% | 12% | -5 | -7% | 3 | 10% | -3%
Cc1cc(N)nc(=O)n1C1CC(O)C(CO)O1 (configuration not stated) | / | -3%[57.1 µM] | 4% | 4% | 3 | 1% | -1 | -4% | -12%
COc1ccccc1N1CCN(C(=O)C2CCN(S(=O)(=O)c3cccs3)CC2)CC1 | 2.6% | -1% | 36%[activator] | -7% | -2 | 3% | -1 | 1% | 6%
O=C(NCCc1ccc(Cl)cc1)C1CCN(C(=O)c2ccc(F)cc2)CC1 | -1.2% | -4% | -16% | -5% | -7 | 3% | -18 | 7% | -9%
COC(=O)c1sc2nc(CN3CCOCC3)nc(N3CCOCC3)c2c1C | 2.0% | -7% | 1% | -9% | 2 | 0% | -6 | 0% | -4%
CCN(c1ccccc1)S(=O)(=O)c1ccc(C(=O)Nc2ccccc2OC)cc1 | / | -11% | -6% | 8% | -7 | 2% | -10 | 2% | -2%
COC(=O)C[C@H]1C[C@H]2c3cc(NC(=O)Nc4ccc(C(F)(F)F)cc4)ccc3O[C@H]2[C@@H](CO)O1 | / | / | 9% | -1% | 1 | -10% | -1 | -2% | -29%
CC(C)CC1Nc2ccc(C(=O)NCc3ccc4c(c3)OCO4)cc2NC1=O (configuration not stated) | 1.6% | 2% | 3% | 6% | -5 | -24% | 5 | 0% | -21%
COCCCNc1nc2c(c(=O)[nH]c(=O)n2C)n1CC(O)COc1ccccc1C (configuration not stated) | -1.1% | -5% | -13% | -2% | -12 | 0% | -4 | -2% | -12%
O=c1nc(SCc2cccc(C(F)(F)F)c2)nc2ccccn12 | 10% | 0% | 0% | -6% | -8 | -7% | 0 | -3% | -14%
Cc1ccc(NC(=O)CCC(=O)N/N=C/c2ccco2)c(C)c1 | 0.2% | -14%[57.1 µM] | 2% | 9% | 0 | 7% | 5 | -2% | -12%
CC1=C(C(=O)N2CCCC(N3CCN(c4ccccc4C)CC3)C2)OCCO1 (configuration not stated) | 1.2% | 4% | -1% | 7% | -2 | 0% | -1 | 0% | -29%
C/C=C/NNC(=O)Cc1ccc(OC)cc1 | / | 5% | / | / | 5 | -19% | / | ? | /
O=C(c1cnn(-c2nc3ccccc3s2)c1)c1ccccc1O | 0.9% | -6% | 8% | -23% | -6 | -5% | 1 | -2% | -3%
CCOC(=O)N1CCC(NC(=O)CCC(=O)N2CCOc3ccc(Cl)cc32)CC1 | -0.7% | 10%[57.1 µM] | 2% | 3% | -6 | 0% | 1 | 0% | -5%
Cc1ccccc1N=C(N)Nc1ccccc1C | 0.6% | -1% | -11% | 7% | -2 | 2% | 1 | -2%&-5%&-4% | -15%
CC1Cc2cc(/C(O)=C3/C(=O)C(=O)N(CCCN(C)C)C3c3ccncc3)ccc2O1 (configuration not stated) | 0.0% | 14%[57.1 µM] | 2% | 0% | -6 | -2% | 6 | -1% | -13%
